Screens deposited in PubChem by several laboratories.
NSD2 HMT inh: NSD2 (human) methyltransferase inhibition; O96028; NSD2 peptide methylation, AlphaScreen, 120 min; inhibition, % at 12.5 µM; 310,000 tested, 0.54% active; in the data active = inhibition above about 50%
Target sequence (O96028 whole entry, looked up): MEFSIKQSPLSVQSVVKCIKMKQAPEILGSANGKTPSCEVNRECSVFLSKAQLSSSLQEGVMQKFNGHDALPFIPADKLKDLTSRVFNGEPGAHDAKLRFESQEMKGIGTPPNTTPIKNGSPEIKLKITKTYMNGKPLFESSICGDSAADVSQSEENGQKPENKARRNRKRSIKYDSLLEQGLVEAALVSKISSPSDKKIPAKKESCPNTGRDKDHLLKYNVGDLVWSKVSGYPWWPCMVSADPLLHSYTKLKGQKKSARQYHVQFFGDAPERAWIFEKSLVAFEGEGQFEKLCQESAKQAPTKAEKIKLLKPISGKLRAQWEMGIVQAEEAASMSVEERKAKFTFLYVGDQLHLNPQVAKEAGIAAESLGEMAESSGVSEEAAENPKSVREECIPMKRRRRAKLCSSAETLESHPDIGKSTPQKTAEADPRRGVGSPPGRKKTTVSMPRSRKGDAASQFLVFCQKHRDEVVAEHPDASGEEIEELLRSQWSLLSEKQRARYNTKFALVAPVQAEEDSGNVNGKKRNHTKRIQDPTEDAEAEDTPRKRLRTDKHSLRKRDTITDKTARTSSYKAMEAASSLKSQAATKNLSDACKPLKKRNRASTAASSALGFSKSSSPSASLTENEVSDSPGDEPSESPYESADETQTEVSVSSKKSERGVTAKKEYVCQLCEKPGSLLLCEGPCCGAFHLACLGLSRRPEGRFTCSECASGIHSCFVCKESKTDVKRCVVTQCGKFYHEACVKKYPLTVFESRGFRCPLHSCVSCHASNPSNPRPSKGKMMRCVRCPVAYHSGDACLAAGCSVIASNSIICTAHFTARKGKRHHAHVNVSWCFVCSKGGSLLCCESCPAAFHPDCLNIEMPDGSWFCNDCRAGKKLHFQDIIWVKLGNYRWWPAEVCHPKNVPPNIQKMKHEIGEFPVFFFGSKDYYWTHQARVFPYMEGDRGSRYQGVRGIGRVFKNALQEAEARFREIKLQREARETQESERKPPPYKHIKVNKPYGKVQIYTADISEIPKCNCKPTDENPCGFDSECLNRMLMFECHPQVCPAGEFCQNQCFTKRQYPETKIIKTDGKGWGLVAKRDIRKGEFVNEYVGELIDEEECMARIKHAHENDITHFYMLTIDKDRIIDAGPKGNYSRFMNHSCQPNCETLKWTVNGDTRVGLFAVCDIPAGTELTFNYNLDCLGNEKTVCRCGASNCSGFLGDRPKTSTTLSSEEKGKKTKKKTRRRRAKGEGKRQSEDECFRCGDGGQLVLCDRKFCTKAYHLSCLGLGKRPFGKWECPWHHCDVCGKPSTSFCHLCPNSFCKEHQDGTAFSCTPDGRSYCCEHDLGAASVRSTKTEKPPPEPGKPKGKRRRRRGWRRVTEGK
PvdQ inh: blocks Pseudomonas aeruginosa PvdQ acylase activity; purified PvdQ acylase, fluorescence plate reader; inhibition, % at 10 µM; 340,000 tested, 0.063% active; in the data active = inhibition above about 30%, passing the limit was not always enough;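 also: 0% = vehicle neutral wells and 100% = reference inhibitor wells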
CDK5 inh: blocks human CDK5/p35 kinase activity; Q00535+Q15078; Recombinant CDK5/p35, ADP-Glo luminescence, 60 min; inhibition, % at 10 µM; 330,000 tested, 0.01% active; AID 488839;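 active = highest replicate inhibition of at least 50% and at least 75% of replicates reaching 50%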;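 also: plate controls were DMSO neutral control for no effect and GW8510 at 10 µM for full effect; many of its hits are not listed in these tables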
HTR5A inv ctr: HTR5A inverse agonism, opioid heterodimer counter-screen. P47898. AID 504634. inhibition, % at 9.3 µM. 340,000 tested, 0.083% active. HTR5A cell line, luminescence; in the data active = inhibition mostly above about 23%, no sharp cut-off; inactive = mostly below about 18%;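 also: 0% = cells with DMSO and 100% = no-cell wells with DMSO; some compounds called inactive have numbers as strong as hits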
SR-BI HDL uptake: inhibitors of mouse SR-BI mediated HDL lipid uptake; Q61009; ldlA[mSR-BI] CHO cells, DiI-HDL uptake fluorescence, 3 h; inhibition, % at 12.5 µM; 320,000 tested, 0.96% active; AID 488896;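 active = mean replicate inhibition of at least 70% and a set share of replicates each scoring 70 or more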;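 also: 0% = median of neutral control wells and 100% = median of positive control wells; values of inactives mirror those of a sister screen read the other way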
dFosB activator: enhances mouse delta FosB homodimer DNA binding; purified delta FosB, TAMRA-CDK5 oligo fluorescence polarization; percent of positive-control signal above neutral wells; 340,000 tested, 0.99% active; AID 493131; activation, % at 25 µM; P13346;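 active = mean activation above about 17%, with every replicate also reaching it, limit read from the data, passing the limit was not always enough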;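 also: fluorescence polarization rise as delta FosB binds a TAMRA Cdk5 AP-1 oligo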
V-ATPase pH: yeast V-ATPase proton transport regulation by pHLuorin; response, % at 10 µM; S. cerevisiae, pHLuorin cytosolic pH fluorescence; AID 504577; 350,000 tested, 0.37% active; in the data active = response mostly above about 7.3%, no sharp cut-off; inactive = mostly below about 5.4%; also: actives read high; inactives centre near 0; some compounds called inactive have numbers as strong as hits; reference of the scale not given here
HTR5A ag ctr: counter-screen for OPRM1-OPRD1 agonists: human HTR5A agonism | HTR5A agonist assay, luminescence, cell-based | 340,000 tested, 0.61% active | P47898 | activation, % at 9.3 µM; in the data active = activation mostly above about 9.5%, no sharp cut-off; inactive = mostly below about 7.6%;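 also: 0% = cells with vehicle only and 100% = reference agonist; strong numbers were not always called active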
MITF TRPM1 HTS: activators of MITF-driven TRPM1 promoter activity in SK-MEL-5 cells. SK-MEL-5 TRPM1-promoter luciferase, 24 h; % of positive control, neutral wells = 0. activation, % at 12.5 µM. 300,000 tested, 0.75% active. AID 588334;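 active = mean activation of at least 80% with every replicate also reaching 80%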;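 also: 0% = neutral control wells and 100% = parthenolide positive control wells; values of inactives mirror those of a sister screen read the other way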
Wnt act: activators of Wnt/beta-catenin signaling; Wnt/beta-catenin reporter cell assay, activator, plate reader; activation, % at 9.35 µM; 300,000 tested, 1.2% active; in the data active = activation above about 30%, passing the limit was not always enough;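 also: 0% = neutral control wells and 100% = positive control wells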
* = called active by the depositor; x = not tested or not shown.

Order of results: NSD2 HMT inh, PvdQ inh, CDK5 inh, HTR5A inv ctr, SR-BI HDL uptake, dFosB activator, V-ATPase pH, HTR5A ag ctr, MITF TRPM1 HTS, Wnt act
1. CCC1CCCCN1C(=O)c1cccc(S(=O)(=O)Nc2cc(C(F)(F)F)ccc2Cl)c1 (centres undefined)
  0, -11, -2.5, 5, 4, -18, 3, -2, -10, -3
2. O=C(CCCN=C1NS(=O)(=O)c2ccccc21)OCc1cc([N+](=O)[O-])cc2c1OCOC2
  -2, -13, -2.1, -2, x, -6, 0, 3, 2, -2
3. O=[N+]([O-])c1ccccc1N/N=C/c1ccccc1
  17, -6, 0.3, 9, -3, -4, -3, -2, x, 14
4. Cc1ccc(S(=O)(=O)N(C)c2ccc(OCC(=O)OCc3ccc(C#N)cc3)cc2)cc1
  -1, -9, -1.2, 12, -1, -13, 0, -3, -11, 0
5. Cc1ccc(Nc2nc3c([nH]2)c(=O)n(C)c(=O)n3C)cc1
  0, -14, -1.2, 1, -20, -5, 4, -4, 17, x
6. C=CCn1c(O)c(C(CC)=NCCN2CCOCC2)c(=O)[nH]c1=O
  -1, -7, -4.4, 10, 1, 0, 1, 6, x, -3
7. COC(=O)Cc1nc(NC(=O)c2cccs2)sc1C
  1, -12, -0.8, 3, -5, -5, -1, -1, 50, x
8. COC(=O)CC1(C(=O)OC)Oc2ccc(Br)cc2C(=O)N1c1ccc(Br)cc1Cl (centres undefined)
  -1, -6, -1.7, 0, 2, -10, -6, -3, -16, -1
9. O=C(c1ccco1)N1CCCN(Cc2cn[nH]c2-c2ccc(-c3ccccc3)cc2)CC1
  5, -18, 0.3, -3, 5, -12, 0, 1, 16, 0
10. COc1cc2[nH]c3c(=O)n(CCN4CCOCC4)cnc3c2cc1OC
  -2, -15, 1.6, -8, 4, -5, -2, 3, 2, -3
11. Cc1ccccc1Nc1nc(N)nc(CSc2nnnn2-c2ccccc2)n1
  0, 1, -3.9, -5, 21, -4, 13*, -1, -3, x
12. CCc1ccccc1NC(=O)CN(C)C(=O)Cn1cc(C(F)(F)F)cc(Cl)c1=O
  -2, 8, -0.4, 9, -4, -7, 0, 4, -6, -1
13. O=C(O)CNC(=O)C(CS)Cc1ccccc1 (centres undefined)
  x, 4, -0.5, -32, -1, 2, 2, 1, -3, 2
14. Cc1ccc(S(=O)(=O)N2CCC(C)CC2)cc1[N+](=O)[O-]
  0, 15, 1.2, -20, -4, -2, 0, -1, -8, -1
15. O=C(CNC(c1ccccc1)c1ccccc1)Nc1ccc(F)cc1
  -3, -9, -0.1, 10, 2, -12, 1, -1, 0, -8
16. CCN(CC)CCNC(=O)c1ccc(NC(=O)c2ccc(S(=O)(=O)N3CCCC3)cc2)cc1
  32, -8, -2.6, -7, -2, -11, 4, 2, 23, -6
17. COc1ccc(C2=NN(C(=O)COc3ncnc4ccccc34)C(c3ccco3)C2)cc1 (centres undefined)
  0, 5, 0.1, 0, 23, -4, 0, 0, 12, -2
18. COc1cc(NC(=O)CSc2ncnc3c2cnn3Cc2ccccc2)cc(OC)c1
  -2, 4, -0.5, 0, -22, -7, -4, 0, x, x
19. CCOC(=O)c1cnc2c(c(C3CC3)nn2C)c1N1CCOCC1
  2, -17, 0.9, x, -13, -4, -2, x, x, 0
20. CCOC(=O)c1c(S(=O)(=O)Nc2ccccn2)c(C)n(C)c1C
  -1, -15, 0.5, -5, -33, -3, -2, 1, -1, 4
21. Cc1c(NC(=O)c2cccs2)cccc1[N+](=O)[O-]
  2, 10, 1.7, -8, 9, 3, 0, -2, -7, -4
22. C=CC1=C(C(=O)O)N2C(=O)[C@@H](NC(=O)/C(=N/OCC(=O)O)c3csc(N)n3)[C@H]2SC1
  x, -8, 0.6, -8, 15, -10, 1, 2, -3, -2
23. COc1cccc(/C=C/C(=O)Nc2ccc3c(c2)OCCO3)c1OC
  -5, -2, -1.5, 20, 61, -13, 0, -1, 8, 8
24. CC(/C=N/NC(=O)CSc1ccccn1)=C\c1ccc(C(C)C)cc1
  10, -1, x, 2, -1, -9, -2, 4, 57, 2
25. CC(=O)c1ccc(NC(=S)N2CCN(c3cccc(Cl)c3)CC2)cc1
  -2, -17, 0.0, 6, -5, 2, -2, 9, -4, -2
26. O=[N+]([O-])c1cc(Cl)cc(/C=N/NC(=S)Nc2ccc(S(=O)(=O)N3CCOCC3)cc2)c1O
  35, -10, 3.7, -5, x, -3, -5, -3, -7, 1
27. O=C(Nc1ccccc1)N1CCc2c([nH]c3ccccc23)C1C(F)(F)F (centres undefined)
  17, -11, -0.3, -18, 27, -10, 0, 8, x, -1
28. O=C(Cn1cccn1)N1CCCC(N2CCN(Cc3ccc4c(c3)OCO4)CC2)C1 (centres undefined)
  -3, 0, -2.9, 1, -10, 0, -6, 0, -4, -1
29. COc1ccc(C(=O)Nc2ccnc(-c3cccnc3)n2)cc1
  -2, 3, 2.9, -1, 0, -2, 7, -2, 12, 0
30. CC(C)NC(=O)CN(c1cccc([N+](=O)[O-])c1)S(=O)(=O)c1ccccc1
  -1, -9, -0.2, -10, -27, -1, -1, -2, -3, -1
31. CCOC(=O)c1cccc(NC(=O)CCS(=O)(=O)c2cccs2)c1
  0, -6, 0.0, -14, 6, 0, -1, 1, x, 3
32. CCn1nc(C)c(CN2CCCCC2C(=O)Nc2ccc(Oc3cccnc3)cc2)c1C (centres undefined)
  0, 2, 1.4, -14, -14, -1, 5, 1, 1, x
33. O=C(COC(=O)c1ccc(NS(=O)(=O)c2cccs2)cc1O)Nc1nc2ccccc2s1
  0, -5, -0.6, 11, x, -1, -2, 0, 5, 3
34. O=C(CN1C(=O)CCS(=O)(=O)c2ccccc21)NCc1ccc(F)cc1
  -5, -11, 0.5, 11, 12, -1, 0, -3, -29, x
35. Cc1ccc(S(=O)(=O)Nc2nc3ccc(S(C)(=O)=O)cc3s2)cc1
  14, -5, 2.4, -5, 1, -3, -2, 1, 11, 19
36. O=S1(=O)c2ccccc2OC(COCc2ccccc2)CN1C1CC1 (centres undefined)
  x, -20, 1.0, 0, -15, -7, -2, 0, -2, -1
37. Cc1ccc(C(=O)N=c2sccn2C)cc1S(=O)(=O)N1CCOCC1
  1, 1, 0.1, -10, 18, -15, 1, 3, 99*, 9
38. O=C(COc1ccc(/C=N/NC(=O)c2ccccc2Br)cc1)Nc1ccccc1
  2, -15, 0.3, -7, 25, -11, -2, -3, 20, 0
39. COc1cc(NC(=O)c2ccc(OC)c([N+](=O)[O-])c2)ccc1NC(=O)c1cccs1
  -2, -3, 1.0, 23, 62, -4, 2, -3, 8, 4
40. Cc1sc2nc(C3CC3)nc(N3CCN(S(=O)(=O)c4ccc(F)cc4)CC3)c2c1C
  x, -19, -7.5, -13, -16, -9, 1, 3, -7, x
41. CC(=O)c1cccc(NC(=O)c2cccc(NC(=O)c3ccco3)c2)c1
  -3, -1, 0.6, 9, 34, 11, 1, -3, 2, 5
42. Cc1cc(=O)n2nc(N3CCCC(C(=O)NC4CCC(C)CC4)C3)sc2n1 (centres undefined)
  -7, 3, 0.0, -32, -1, -9, -1, 7, 0, 2
43. O=C(CSc1nnc2ccc(-c3ccncc3)nn12)c1cccs1
  2, -8, 1.5, 7, -3, -16, 3, -2, -3, 0
44. CCN(CC)C(=O)C1CCN(Cc2cn(C)nc2-c2ccc(Oc3ccccc3)cc2)CC1
  1, -15, 0.1, 7, -21, -7, -2, -3, -11, 54*
45. CC(C)CNS(=O)(=O)c1ccc(OCC(=O)Nc2ccc3c(c2)OCCO3)cc1
  -1, -5, -4.2, 11, -14, 3, -6, 10, -2, -2
46. COc1ccc(S(=O)(=O)N2CCOCC2)cc1NC(=O)CSc1cccc[n+]1[O-]
  -5, -7, -1.5, -28, 19, 1, 2, 0, -3, 1
47. COc1ccc(-c2nnn(CC(=O)Nc3ccc4c(c3)OCCO4)n2)cc1OC
  -1, 12, 3.6, -17, -3, 7, -3, 7, 13, x
48. COc1ccccc1C1C(C(=O)c2cc3ccccc3o2)=C(O)C(=O)N1CCN(C)C (centres undefined)
  1, 1, -1.0, -16, -12, -1, -1, 0, -4, -1
49. O=C(CS(=O)(=O)Cc1ccccc1)Nc1ccccc1Cl
  x, -9, 2.1, 2, -14, -3, -1, -1, -2, -8
50. Cc1onc(C(=O)/C=C/N(C)C)c1C(=O)Nc1nccs1
  0, -6, -2.8, -1, -3, -5, 2, 4, 2, x
51. O=C(NCCC1=CCCCC1)C1CCN(S(=O)(=O)N2CCCC2)CC1
  3, -9, -3.9, 18, -14, 5, -4, 6, 22, -3
52. CS(=O)(=O)c1ccc(C(=O)N2CCN(Cc3ccccc3)CC2)cc1
  0, -18, -1.5, -12, -14, 7, 1, 4, 3, 24
53. CCc1nnc(NC(=O)CSc2nnc(C(C)NC(=O)c3ccccc3F)n2C)s1 (centres undefined)
  -9, -16, -0.3, -7, 6, -2, 4, 2, 4, -4
54. Cc1cc(C)c(C)c(S(=O)(=O)NCC(=O)N2CCCC2)c1C
  0, -17, 1.7, -11, 4, -3, 1, -3, -10, -4
55. COC(=O)c1cccc(-n2sc3ccccc3c2=O)c1
  x, 2, 3.5, -5, 8, 4, -1, 2, 27, 21

Molecules listed so far containing an aryl methoxy group, in the order listed:
Order of results: NSD2 HMT inh, PvdQ inh, CDK5 inh, HTR5A inv ctr, SR-BI HDL uptake, dFosB activator, V-ATPase pH, HTR5A ag ctr, MITF TRPM1 HTS, Wnt act
10. COc1cc2[nH]c3c(=O)n(CCN4CCOCC4)cnc3c2cc1OC
  -2, -15, 1.6, -8, 4, -5, -2, 3, 2, -3
17. COc1ccc(C2=NN(C(=O)COc3ncnc4ccccc34)C(c3ccco3)C2)cc1 (centres undefined)
  0, 5, 0.1, 0, 23, -4, 0, 0, 12, -2
18. COc1cc(NC(=O)CSc2ncnc3c2cnn3Cc2ccccc2)cc(OC)c1
  -2, 4, -0.5, 0, -22, -7, -4, 0, x, x
23. COc1cccc(/C=C/C(=O)Nc2ccc3c(c2)OCCO3)c1OC
  -5, -2, -1.5, 20, 61, -13, 0, -1, 8, 8
29. COc1ccc(C(=O)Nc2ccnc(-c3cccnc3)n2)cc1
  -2, 3, 2.9, -1, 0, -2, 7, -2, 12, 0
39. COc1cc(NC(=O)c2ccc(OC)c([N+](=O)[O-])c2)ccc1NC(=O)c1cccs1
  -2, -3, 1.0, 23, 62, -4, 2, -3, 8, 4
46. COc1ccc(S(=O)(=O)N2CCOCC2)cc1NC(=O)CSc1cccc[n+]1[O-]
  -5, -7, -1.5, -28, 19, 1, 2, 0, -3, 1
47. COc1ccc(-c2nnn(CC(=O)Nc3ccc4c(c3)OCCO4)n2)cc1OC
  -1, 12, 3.6, -17, -3, 7, -3, 7, 13, x
48. COc1ccccc1C1C(C(=O)c2cc3ccccc3o2)=C(O)C(=O)N1CCN(C)C (centres undefined)
  1, 1, -1.0, -16, -12, -1, -1, 0, -4, -1

Two compounds from above, showing only Wnt act, MITF TRPM1 HTS and CDK5 inh:
| nr | SMILES | Wnt act | MITF TRPM1 HTS | CDK5 inh |
| --- | --- | --- | --- | --- |
| 25 | CC(=O)c1ccc(NC(=S)N2CCN(c3cccc(Cl)c3)CC2)cc1 | -2 | -4 | 0.0 |
| 26 | O=[N+]([O-])c1cc(Cl)cc(/C=N/NC(=S)Nc2ccc(S(=O)(=O)N3CCOCC3)cc2)c1O | 1 | -7 | 3.7 |
